Compound activity as filed in PubChem BioAssay.
MmCpn inh: inhibitors of Methanococcus maripaludis chaperonin (MmCpn); purified Mm-Cpn ATPase, ADP Transcreener TR-FRET; Potency, µM (series often up to 76.9 µM), for the others: at the top dose activity, negative = inhibition, actives largely listed as inhibitors; 330,000 tested, 0.031% active; note: potency is the fitted concentration of half-maximal effect; % is set by controls: 0 for no effect and ±100 for the full control effect; nearly all actives have a fitted effect of over 80% in size
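TR-FRET (320 nm excitation; 590 and 665 nm emission) reports ADP made from 10 uM ATP by 25 nM enzyme; compounds were preincubated 10 min, reaction run 30 min, both at 37°C.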
pAkt inh: Akt phosphorylation inhibition | activity change, % for hits at 50 µM | AID 651550 | 360,000 tested, 0.32% active | Neuro2A IGF-stimulated pAkt S473 HTRF, 20 min; hits give low values; in the data active = activity change below about -80%; inconclusive = mostly about -51% to -80%; note: % is set by controls: 0 for no effect and ±100 for the full control effect
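Single-point screen (50 µM final compound) in Neuro2A cells stimulated 20 min with 6 nM IGF at 37 deg C. After lysis, Ser473-phosphorylated Akt read by HTRF (ex 330 nm, em 615/665 nm) as the 665/615 ratio.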
CCT chaperon mod: cytosolic chaperonin activity modulation | purified chaperonin ATPase assay, HTRF ADP detection, 30 min | activity change, % (concentration not given with the values), hits read low | 360,000 tested, 0.3% active | AID 651819; in the data active = activity change below about -30%; note: % is set by controls: 0 for no effect and ±100 for the full control effect
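Nucleotide hydrolysis assay: TRiC at 20–40 nM final (set by batch activity) with 10 uM ATP, 30 min at 37 °C, in presence of 76 uM compound. Detection by competitive ADP HTRF, 30 min ambient.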
HepG2 tox: counter-screen for TGF-b inhibitors: cytotoxicity in HepG2 cells; Potency, µM (titrated, usually from 46.1 µM), for inactives: at the top dose activity change, negative = cytotoxicity, most hits filed as cytotoxic; 410,000 tested, 0.76% active; AID 588856; HepG2 CAGA-GFP viability, ATP luminescence, 18 h; note: potency is the fitted concentration of half-maximal effect; some results filed as inactive show a strong effect at the top dose
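CellTiter-Glo luminescence gave cytotoxicity after 18 hours at 37 degrees C. The cells were HepG2 CAGA-GFP in 1% FBS DMEM, stimulated with 500 pg/mL TGF-beta after compound addition. %Activity was normalised to no-cell wells (complete cell-killing) and DMSO (no toxicity), and curves were fitted and classified.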
A549 tox: A549 cytotoxicity, counter-screen for Nrf2 inhibitors | Potency, µM (titrated, usually from 46 µM), for the others: at the highest dose activity change, negative = cytotoxicity, hits mostly inhibitors | A549 ARE-Fluc cells, CellTiter-Fluor viability, 18-24 h | 390,000 tested, 0.16% active; note: potency is the fitted concentration of half-maximal effect; % is set by controls: 0 for no effect and ±100 for the full control effect
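A549 ARE_Fluc cells in 5% FBS OPTI-MEM were exposed to compounds in concentration-response for 18-24 h at 37 deg C. Viability was read by CellTiter-Fluor fluorescence (Ex 405/Em 525) after 30 min, before the luciferase read.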
Nrf2 block: Nrf2 pathway inhibition; A549 ARE-Fluc reporter, luciferase luminescence, 18-24 h; Potency, µM (doses to about 46 µM), for inactives: at the highest dose activity change, negative = inhibition, usual class: inhibitors; 360,000 tested, 2.1% active; note: potency is the fitted concentration of half-maximal effect; % is set by controls: 0 for no effect and ±100 for the full control effect; nearly all actives have a fitted effect of over 60% in size
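Concentration-response testing used A549 ARE_Fluc cells at 5000 cells/well. Following an 18-24 h compound incubation, viability was read by fluorescence (Ex 405/Em 525) and luciferase output by luminescence.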
ATXN viability: viability counter-screen for ATXN expression inhibitors; S2 cells (HEK-293 line with an ATXN2-luciferase reporter) viability, CellTiter-Fluor protease fluorescence, 24 h; 400,000 tested, 0.49% active; Potency, µM (series often up to 56.7 µM), usual class: cytotoxic; note: potency is the fitted concentration of half-maximal effect; nearly all actives have a fitted effect of over 40% in size
Nrf2 activator: Nrf2 pathway activation | AREc32 ARE-luciferase reporter (MCF7-derived line), luminescence, 24 h | Potency, µM (titrated, usually from 46.1 µM), for inactives: top-dose activation, most hits filed as activators | 410,000 tested, 0.31% active; note: potency is the fitted concentration of half-maximal effect; % of control where 0% means no effect; nearly all actives have a fitted effect of over 65% in size
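Nrf2 activation is followed as ARE-luciferase induction in the AREc32 line after one day of compound treatment; luminescence is read with Steady-Glo.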
TGFb SMAD3 inh: blocks TGF-b signaling; HepG2 CAGA-GFP TGF-b/SMAD3 reporter, GFP fluorescence, 18 h; TGF-beta stimulated, 500 pg/mL final; Potency, µM (top dose mostly 46.1 µM), for inactives: at the highest dose activity, negative = inhibition, usual class: inhibitors; 410,000 tested, 1.2% active; note: potency is the fitted concentration of half-maximal effect; % is set by controls: 0 for no effect and ±100 for the full control effect; nearly all actives have a fitted effect of over 65% in size
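Read-out: total well GFP (ex488/em500-530) summed from mean per-cell fluorescence. Cells: HEPG2 CAGA-GFP, 1% FBS DMEM, 18 h at 37 degrees C with 500 pg/mL final TGF-beta. Unstimulated wells served as the full-inhibition control; stimulated DMSO wells = 0%.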
* marks the source's active call; other numbers are inactive results; & = joins results of further samples. Unless noted, calls come from the whole dose curve; as a rule, active = well fitted curve in the direction sought with a large enough effect; inconclusive = small, poorly fitted or top-dose-only effect, or another doubt; inactive = no such curve, though single readings can be large; an effect the other way counts as inactive or inconclusive.

Results for CCOc1cccc(C(=O)N(Cc2ccc(C(C)C)cc2)C2CCS(=O)(=O)C2)c1 (configuration not stated) ?
HepG2 tox: 2%; A549 tox: inconclusive; Nrf2 block: inconclusive; ATXN viability: inconclusive; Nrf2 activator: 1.0%; TGFb SMAD3 inh: 9%

What do the screens show for `CCC(C(=O)Nc1ccccc1-c1ccccc1)c1ccccc1` (configuration not stated)?
MmCpn inh: 2%; pAkt inh: inactive; CCT chaperon mod: -2.1; HepG2 tox: -5%; A549 tox: 0%; Nrf2 block: -13%; ATXN viability: inactive; Nrf2 activator: 0.0%; TGFb SMAD3 inh: 16%

Results for Cc1ccc([N+](=O)[O-])cc1S(=O)(=O)Nc1ccc(C(=O)N(C)C)cc1 ?
MmCpn inh: 5%; pAkt inh: inactive; CCT chaperon mod: 1.7; HepG2 tox: 3%; A549 tox: 4%; Nrf2 block: 17%; ATXN viability: inactive; Nrf2 activator: -0.1%; TGFb SMAD3 inh: 3%

How did Cc1ccc(NC(=O)CNC(=O)CN2C(=O)c3ccccc3C2=O)cc1 do in these assays?
pAkt inh: inactive; CCT chaperon mod: 1.7; HepG2 tox: 0%; ATXN viability: inactive; Nrf2 activator: -1.0%; TGFb SMAD3 inh: -6%

What do the screens show for `COc1cccc(NC(=O)C2C3C=CC(O3)C2C(=O)O)c1` (configuration not stated)?
MmCpn inh: 1%; pAkt inh: inactive; CCT chaperon mod: 1.3; HepG2 tox: 0%; A549 tox: 0%; Nrf2 block: 1%; ATXN viability: inactive; Nrf2 activator: -0.2%; TGFb SMAD3 inh: 3%

Results for COc1ccc2c(c1)cc(CNc1ccc(OC)c(OC)c1)c(=O)n2CC(=O)Nc1ccc(F)cc1 ?
HepG2 tox: 0%; A549 tox: -12%; Nrf2 block: inconclusive; ATXN viability: inconclusive; Nrf2 activator: 0.4%; TGFb SMAD3 inh: 4%

How did COc1ccc([C@H]2CC(=O)C=C(c3cc(Cl)ccc3OC)C2)cc1 do in these assays?
MmCpn inh: -4%; pAkt inh: inactive; CCT chaperon mod: -3.3; HepG2 tox: 4%; A549 tox: -7%; Nrf2 block: -10%; ATXN viability: inconclusive; Nrf2 activator: -1.2%; TGFb SMAD3 inh: inconclusive

How did Cc1cc(C)cc(NC(=O)CN2CCC(NC(=O)c3cccc(F)c3)CC2)c1 do in these assays?
MmCpn inh: 3%; pAkt inh: inactive; CCT chaperon mod: -1.7; HepG2 tox: 1%; A549 tox: -7%; Nrf2 block: 3%; ATXN viability: inactive; Nrf2 activator: 0.4%; TGFb SMAD3 inh: 11%

How did CCSc1ccc(-c2cc(NC=O)c3ncc(-c4cccc(C(=O)NCCN(C)C)c4)n3c2)cc1 do in these assays?
pAkt inh: inactive; CCT chaperon mod: -0.4; HepG2 tox: -91%; ATXN viability: inactive; Nrf2 activator: -4.4%; TGFb SMAD3 inh: inconclusive

What do the screens show for `COc1cccc(NC(=O)C2(C)CCCN(C(C)C)C2)c1` (configuration not stated)?
pAkt inh: inactive; CCT chaperon mod: -2.2; HepG2 tox: -16%; ATXN viability: inactive; Nrf2 activator: -1.3%; TGFb SMAD3 inh: 32%

What do the screens show for `COCCn1c(-c2ccccc2)cnc1SCC(=O)Nc1cccc2ccccc12`?
MmCpn inh: 0%; pAkt inh: inactive; CCT chaperon mod: 0.9; HepG2 tox: -12%; A549 tox: -9%; Nrf2 block: -4%; ATXN viability: inactive; Nrf2 activator: 5.3%; TGFb SMAD3 inh: inconclusive

Results for COc1ccc(NC(=O)c2cc(=O)c3ccc(C)c(C)c3o2)cc1Cl ?
HepG2 tox: 4%; A549 tox: 1%; Nrf2 block: 4%; ATXN viability: inactive; Nrf2 activator: 5.8%; TGFb SMAD3 inh: -14%

How did CN=C(N)NCCC[C@H](N)C(=O)O do in these assays?
MmCpn inh: 2%; CCT chaperon mod: -0.5; HepG2 tox: 2%; A549 tox: 3%; ATXN viability: inactive; Nrf2 activator: 0.1%; TGFb SMAD3 inh: -1%

Results for OC(c1ccc(F)cc1)c1nc(-c2cncnc2)cs1 (configuration not stated) ?
pAkt inh: inactive; CCT chaperon mod: -0.5; HepG2 tox: 3.5µM*; ATXN viability: inactive; Nrf2 activator: 0.9%; TGFb SMAD3 inh: 0%

Results for C=CCN1C(=O)c2ccccc2Sc2ccc(C(=O)NCCC)cc21 ?
MmCpn inh: 1%; pAkt inh: inactive; CCT chaperon mod: 1.7; HepG2 tox: 2%; A549 tox: 1%; Nrf2 block: -14%; ATXN viability: inactive; Nrf2 activator: 2.4%; TGFb SMAD3 inh: 6%

Results for Cc1cccc(NC(=O)c2csnn2)n1 ?
MmCpn inh: 0%; pAkt inh: inactive; CCT chaperon mod: -0.9; HepG2 tox: -11%; A549 tox: 1%; Nrf2 block: 28%; ATXN viability: inconclusive; Nrf2 activator: 4.2%; TGFb SMAD3 inh: 3%

What do the screens show for `Cc1cccc(CC(=O)Nc2c3c(nn2-c2cccc(Cl)c2)CS(=O)C3)c1` (configuration not stated)?
MmCpn inh: -2%; pAkt inh: inactive; CCT chaperon mod: -5.0; HepG2 tox: -19%; A549 tox: -1%; Nrf2 block: -29%; ATXN viability: inactive; Nrf2 activator: -0.6%; TGFb SMAD3 inh: -10%

Results for Cc1noc(C)c1COC(=O)c1ccc2ccccc2n1 ?
MmCpn inh: -1%; pAkt inh: inactive; CCT chaperon mod: -1.0; HepG2 tox: -13%; A549 tox: 1%; Nrf2 block: 1%; ATXN viability: inactive; Nrf2 activator: 2.0%; TGFb SMAD3 inh: 0%

What do the screens show for `CCc1nc2c(OCc3ccc(Cl)cc3)cccn2c1N(C)C(=O)c1ccccc1F`?
pAkt inh: inactive; CCT chaperon mod: 0.6; HepG2 tox: -29%; ATXN viability: inconclusive; Nrf2 activator: 5.4%; TGFb SMAD3 inh: -20%

How did Cc1ccc(Cl)cc1N1CCN(C(=O)c2ccc3c(Cl)c4c(nc3c2)CCCC4)CC1 do in these assays?
HepG2 tox: -9%; A549 tox: -3%; Nrf2 block: inconclusive; ATXN viability: inactive; Nrf2 activator: -0.6%; TGFb SMAD3 inh: inconclusive

Results for Cc1cc(CN2CCCCC2)oc1C(=O)O ?
MmCpn inh: 0%; pAkt inh: inactive; CCT chaperon mod: 2.3; HepG2 tox: 5%; A549 tox: -1%; Nrf2 block: 7%; ATXN viability: inactive; Nrf2 activator: 0.1%; TGFb SMAD3 inh: 20%

How did O=C1OCCN1CC(=O)N1CCc2c([nH]c3ccccc23)C1c1ccccn1 (configuration not stated) do in these assays?
MmCpn inh: 1%; pAkt inh: inactive; CCT chaperon mod: 1.2; HepG2 tox: -26%; A549 tox: 7%; Nrf2 block: -14%; ATXN viability: inactive; Nrf2 activator: -0.1%; TGFb SMAD3 inh: -10%

What do the screens show for `CCc1cccc2sc(N3CCN(C(=O)c4ccc([N+](=O)[O-])o4)CC3)nc12`?
MmCpn inh: 1%; pAkt inh: inactive; CCT chaperon mod: 0.4; HepG2 tox: -96%; A549 tox: inconclusive; Nrf2 block: -99%; Nrf2 activator: inconclusive; TGFb SMAD3 inh: 18µM*

What do the screens show for `Cn1c(=NC(=O)CN2C(=O)C3CC=CCC3C2=O)sc2ccccc21` (configuration not stated)?
MmCpn inh: 0%; pAkt inh: inactive; CCT chaperon mod: 1.6&1.7; HepG2 tox: 4%&7%; A549 tox: -1%&-6%; Nrf2 block: 1%&17%; ATXN viability: inconclusive; Nrf2 activator: 5.7%&-0.1%; TGFb SMAD3 inh: -10%&-7%

What do the screens show for `COc1cc(C2C(C(=O)N3CCOCC3)=C(C)NC3=C2C(=O)CCC3)ccc1OC(C)=O` (configuration not stated)?
MmCpn inh: -2%; pAkt inh: inactive; CCT chaperon mod: 1.9; HepG2 tox: -2%; A549 tox: -1%; Nrf2 block: -17%; ATXN viability: inactive; Nrf2 activator: -0.2%; TGFb SMAD3 inh: -18%

How did COc1c(OC(C)=O)ccc(/C=C/c2ccc3cccc(OC)c3n2)c1[N+](=O)[O-] do in these assays?
MmCpn inh: -1%; pAkt inh: inactive; CCT chaperon mod: -3.2; HepG2 tox: -49%; A549 tox: inconclusive; Nrf2 block: inconclusive; ATXN viability: inactive; Nrf2 activator: 16%; TGFb SMAD3 inh: -9%

What do the screens show for `Cc1ccc2nc(NC(=O)CSc3ncnc4c3oc3ccccc34)sc2c1`?
MmCpn inh: 0%; pAkt inh: inactive; CCT chaperon mod: -0.3; HepG2 tox: -10%; A549 tox: 1%; Nrf2 block: 17%; ATXN viability: inactive; Nrf2 activator: 0.5%; TGFb SMAD3 inh: 1%

Structures listed so far containing a COOH group, in the order listed:
What do the screens show for `COc1cccc(NC(=O)C2C3C=CC(O3)C2C(=O)O)c1` (configuration not stated)?
MmCpn inh: 1%; pAkt inh: inactive; CCT chaperon mod: 1.3; HepG2 tox: 0%; A549 tox: 0%; Nrf2 block: 1%; ATXN viability: inactive; Nrf2 activator: -0.2%; TGFb SMAD3 inh: 3%

How did CN=C(N)NCCC[C@H](N)C(=O)O do in these assays?
MmCpn inh: 2%; CCT chaperon mod: -0.5; HepG2 tox: 2%; A549 tox: 3%; ATXN viability: inactive; Nrf2 activator: 0.1%; TGFb SMAD3 inh: -1%

Results for Cc1cc(CN2CCCCC2)oc1C(=O)O ?
MmCpn inh: 0%; pAkt inh: inactive; CCT chaperon mod: 2.3; HepG2 tox: 5%; A549 tox: -1%; Nrf2 block: 7%; ATXN viability: inactive; Nrf2 activator: 0.1%; TGFb SMAD3 inh: 20%
